# RGS4 inh: blocks human RGS4-accelerated GTP hydrolysis | P49798 | Transcreener GDP fluorescence polarization, RGS4-accelerated GTP hydrolysis | Potency, µM (top dose mostly 114 µM), for inactives: at the top dose activity change, negative = inhibition, usual class: inhibitors | 0.039% of 390,000 active | AID 504845; note: potency is the fitted concentration of half-maximal effect; % is set by controls: 0 for no effect and ±100 for the full control effect; nearly all actives have a fitted effect of over 75% in size; some results filed as inactive show a strong effect at the top dose
#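 MLSMR compounds (23 nl, pin-transferred) preincubated 10 min at room temperature with a 500nM (2x) first reagent, then RGS4 at 900nM (2x) plus Transcreener GDP mix added; fluorescence polarization (620/688 nm) read before and after 90 min at 30 °C.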
# LDHA block: inhibitors of human lactate dehydrogenase A; P00338; purified LDHA, NADH/diaphorase-resazurin fluorescence; hits give low values; activity change, % (values are at about 110 or 230 µM); 0.15% of 480,000 active; in the data active = activity change below about -30%; inconclusive = mostly about -25% to -30%;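 note: plate controls were DMSO wells for no effect and wells without enzyme for full effect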
#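 LDH5 2 nM; NADH 0.06 mM, pyruvate 0.2 mM; 200 mM Tris pH 7.4, EDTA, Tween-20; 5 min RT. Detection: diaphorase 0.133 mg/mL + resazurin 37 µM, fluorescence ex540/em590 at 0 and 20 min; normalized to enzyme-free and DMSO wells.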
# D2 antag: D2 dopamine receptor (human) antagonism | P14416 | HEK293 TREx D2 cells, calcium flux, dopamine EC80 | inhibition, % at 10 µM | 2% of 340,000 active | AID 485344; in the data active = inhibition above about 30%; note: 0% is about no effect
# Target sequence (P14416 whole entry, looked up): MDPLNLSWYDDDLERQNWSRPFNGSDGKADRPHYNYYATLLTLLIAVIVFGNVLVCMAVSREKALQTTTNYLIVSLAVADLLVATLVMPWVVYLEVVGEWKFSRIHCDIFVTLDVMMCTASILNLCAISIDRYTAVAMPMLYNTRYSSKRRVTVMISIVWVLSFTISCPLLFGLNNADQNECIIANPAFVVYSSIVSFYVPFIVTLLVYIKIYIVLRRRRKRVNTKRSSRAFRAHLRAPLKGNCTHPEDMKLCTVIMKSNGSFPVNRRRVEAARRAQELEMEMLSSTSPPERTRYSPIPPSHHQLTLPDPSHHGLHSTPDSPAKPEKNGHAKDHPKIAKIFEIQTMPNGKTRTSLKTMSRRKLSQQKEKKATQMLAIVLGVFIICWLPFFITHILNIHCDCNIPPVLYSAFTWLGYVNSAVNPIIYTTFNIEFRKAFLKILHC
#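 In this primary screen, negative modulation is detected by tracking calcium flux after an EC80 dopamine challenge in inducible HEK293 T-REx D2 cells preexposed to test compound for 180 s.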
# ERG-DNA inh: inhibitors of human ERG Ets domain-DNA interaction; fluorescence polarization, His-ERG Ets domain / labelled DNA; 0.028% of 370,000 active; Potency, µM (series often up to 76.9 µM), for inactives: top-dose FP activity, negative = inhibition, hits mostly inhibitors; P11308; active = well fitted inhibition curve with a large enough effect in the polarisation, with a control signal flat; inconclusive = small, poorly fitted or top-dose-only effect, or effect the other way, or a change in a side signal; inactive = no such curve, though single readings can be large or run the other way; the % refers to the polarisation;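 note: polarization taken with two DNA probes labelled with fluorescein and Texas red; potency is the fitted concentration of half-maximal effect; % of control where 0% means no effect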
# Target sequence (P11308 whole entry, looked up, the tested form may be a part): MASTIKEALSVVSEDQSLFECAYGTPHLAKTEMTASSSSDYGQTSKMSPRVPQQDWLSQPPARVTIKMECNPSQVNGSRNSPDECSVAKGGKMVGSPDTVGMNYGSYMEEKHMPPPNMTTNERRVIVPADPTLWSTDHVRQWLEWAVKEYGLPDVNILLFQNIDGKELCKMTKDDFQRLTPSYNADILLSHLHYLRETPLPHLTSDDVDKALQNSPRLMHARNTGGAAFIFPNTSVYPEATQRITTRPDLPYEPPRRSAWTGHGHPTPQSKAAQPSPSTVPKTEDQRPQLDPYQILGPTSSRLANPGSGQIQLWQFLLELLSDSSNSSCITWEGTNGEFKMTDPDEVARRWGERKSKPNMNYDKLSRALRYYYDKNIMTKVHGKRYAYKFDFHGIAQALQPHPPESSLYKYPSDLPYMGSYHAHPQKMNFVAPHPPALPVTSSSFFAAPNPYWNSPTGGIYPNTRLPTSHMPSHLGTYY
#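 His-tagged ERG Ets domain (1 uM in the protein solution; 300mM KCl, 50mM Tris-HCl, 1mM EDTA, 1mM DTT, pH 7.5) received compound, then a probe mix of 5 nM fluorescein-DNA and 100nM Texas-615-DNA. Fluorescence polarization was read for both dyes.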
# 12-LOX inh: inhibitors of human 12S-lipoxygenase ALOX12 | purified 12hLO, xylenol orange hydroperoxide absorbance | Potency, µM (highest dose often 108 µM), for the others: at the top dose activity change, negative = inhibition, usual class: inhibitors | 1.1% of 580,000 active | P18054 | AID 1671190; note: potency is the fitted concentration of half-maximal effect; % is set by controls: 0 for no effect and ±100 for the full control effect
#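 Purified human 12hLO (150 nM final) in 25 mM Hepes, 0.01% Triton X-100, pH 7.0 was preincubated 15 min at room temperature with compound. Then 40 uM arachidonic acid was added, 30 min. Hydroperoxide was read by Fe-XO absorbance ratio 573/405 nm.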
# GRP78 ERSR act: inducers of ER stress response in human glioma cells. 0.02% of 420,000 active. Potency, µM, for inactives: at the top dose activation, hits mostly activators. AID 602332. U87-MG GRP78 promoter luciferase reporter, 16 h; note: potency is the fitted concentration of half-maximal effect; series mostly up to about 76 µM; % of control where 0% means no effect; nearly all actives have a fitted effect of over 35% in size
#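 Stably transfected U87-MG human glioma cells carrying a GRP78-based luminescent sensor were seeded at 1000 cells/well, pin-dosed with compounds and incubated 16 h. Luciferase reagent was then added, and end-point luminescence was read after 10 min at room temperature.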
# Vif-APOBEC3G blk: inhibitors of Vif-APOBEC3G interaction | HeLa A3G-eYFP + Vif (tagged APOBEC3G with the HIV-1 protein that degrades it), YFP fluorescence, overnight | Potency, µM (series often up to 46.1 µM), without a hit: top-dose activity, negative = active, usual class: inhibitors | 0.076% of 410,000 active | AID 602310;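 note: potency is the fitted concentration of half-maximal effect; % is set by controls: 0 for no effect and ±100 for the full control effect; nearly all actives have a fitted effect of over 60% in size; hits raise eYFP signal because A3G escapes Vif-driven loss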
#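 Read-out is eYFP fluorescence (Ex 488/Em 500-530) from Vif-expressing HeLa A3G-eYFP cells; more signal means A3G escaped Vif-mediated degradation. Cells plated overnight, compound pinned in, incubated overnight at 37 deg C.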
# D2 ag: agonists of human D2 dopamine receptor. P14416. HEK293 T-REx D2 cells, calcium flux agonist mode. activation, % at 2 µM. 0.53% of 340,000 active;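 active = activation over 3 SD above normal in the single-dose calcium agonist read, cut at about 30% in these data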; note: 0% is about no effect
#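 Agonism scored from kinetic calcium signal (1 read/sec, 180 s) following compound pin transfer, after a 10 s baseline. Cells: HEK293 Trex line expressing inducible D2 receptor coupled to calcium, dye-loaded after overnight culture at 30 C.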
# Vif-A3F inh: blocks the Vif interaction with APOBEC3F | HeLa A3F-eYFP + Vif (tagged APOBEC3F with the HIV-1 protein that degrades it), YFP fluorescence increase | Potency, µM (titrated, usually from 46.1 µM), for inactives: at the highest dose activity, negative = active | 0.2% of 390,000 active; note: potency is the fitted concentration of half-maximal effect; % of control where 0% means no effect; nearly all actives have a fitted effect of over 65% in size
#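 Fluorescence increase (Ex 488/Em 500-530) after overnight compound treatment at 37 deg C flags inhibition of Vif-driven A3F-eYFP loss in stable HeLa A3F-eYFP/Vif cells seeded overnight beforehand.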
# * marks the source's active call; other numbers are inactive results; u = inconclusive; x = no result given; & = joins results of further samples; [ ] = dose if it differs, or a comment. Unless noted, calls come from the whole dose curve; as a rule, active = well fitted curve in the direction sought with a large enough effect; inconclusive = small, poorly fitted or top-dose-only effect, or another doubt; inactive = no such curve, though single readings can be large; an effect the other way counts as inactive or inconclusive. A portion of the library (hit frequency here may not be typical).
structure	RGS4 inh	LDHA block	D2 antag	ERG-DNA inh	12-LOX inh	GRP78 ERSR act	Vif-APOBEC3G blk	D2 ag	Vif-A3F inh
O=C(O)CN1C(=O)/C(=C\c2cccc(OCc3ccc(F)cc3)c2)SC1=S	u	-19	6	4%	50µM*	0%	-2%	0.2	0%
Cc1ccc(NS(=O)(=O)c2ccc(-n3cccn3)cc2)c(Br)c1	6%	-5&-10	x	-6%	-9%&-15%	-1%&-2%	-5%&-7%	-0.1	2%&-1%
O=C(NC1CCCCC1)C(c1ccc(F)cc1)N(Cc1ccco1)C(=O)Cn1nnc2ccccc21 (configuration not stated)	0%	0	-3	1%	4%	-5%	-5%	-0.3	0%
COCCCN1C(=O)C(=O)/C(=C(/O)c2ccc(OC)cc2)C1c1ccc(O)c(OC)c1 (configuration not stated)	-8%	-1	2	6%	6.3µM*	-1%	2%	-0.1	-1%
CC(NC(=O)C12CC3CC(C1)CC(n1cncn1)(C3)C2)C12CC3CC(CC(C3)C1)C2 (configuration not stated)	9%	1	2	-8%	-23%	-1%	-4%	0.4	0%
OC[C@@H]1CN(Cc2ccc(F)cc2)C[C@H](n2cnc3c(N4CCOCC4)ncnc32)O1	x	0	x	x	7%	-4%	1%	x	x
Cc1c(C(=O)Nc2nccs2)oc2ccccc12	x	-11	x	x	3%	-3%	1%	x	-11%
COc1ccc2cc3cc(C(=O)N4CCN(c5cccc(C(F)(F)F)c5)CC4)sc3nc2c1	6%	0	x	2%	-12%	-2%	3%	x	-5%
CCOc1ccc(NC(=O)CC2C(=O)NCCN2C(=O)c2ccc(Cl)cc2)cc1 (configuration not stated)	-12%	-4	-9	8%	3%	-7%	1%	0.3	9%
CCOc1ccccc1Oc1c(C)oc2c(CN3CCN(C)CC3)c(O)ccc2c1=O	2%	-5	-3	-17%	24%	-3%	-6%	-0.1	-1%
Cc1cc(C)n(-c2nc(-c3ccccc3)cs2)n1	-21%	2	x	-8%	-20%	4%	-6%	x	x
Cc1ccc(OCCCc2c(C)n[nH]c2C)cc1	2%	-1	-3	-5%	6.3µM*	6%	-4%	-0.4	2%
CS(=O)(=O)c1ccccc1C(=O)N1CCN(S(=O)(=O)c2ccc(C3CCCCC3)cc2)CC1	7%	0	8	-11%	-7%	-2%	-1%	0.1	2%
CC(=O)Nc1c([N+](=O)[O-])cc2[nH]c(=O)[nH]c2c1[N+](=O)[O-]	u	10	-13	-12%	6%	2%	-1%	1.7	1%
Cc1ccc(C)c(N(C)C(=O)CCNC(=O)Cn2cnc3ccccc3c2=O)c1	-11%	-3	x	-3%	-2%	0%	4%	-0.7	-7%

# Next part; it opens with the 2 that closed the last part.
structure	RGS4 inh	LDHA block	D2 antag	ERG-DNA inh	12-LOX inh	GRP78 ERSR act	Vif-APOBEC3G blk	D2 ag	Vif-A3F inh
CC(=O)Nc1c([N+](=O)[O-])cc2[nH]c(=O)[nH]c2c1[N+](=O)[O-]	u	10	-13	-12%	6%	2%	-1%	1.7	1%
Cc1ccc(C)c(N(C)C(=O)CCNC(=O)Cn2cnc3ccccc3c2=O)c1	-11%	-3	x	-3%	-2%	0%	4%	-0.7	-7%
Clc1cccc(-n2ncc3c(N4CCN(Cc5ccccc5)CC4)ncnc32)c1	5%	1	x	7%	u	-1%	0%	-0.6	-7%
S=C1Nc2ccccc2CS1	x	-6	x	x	-7%	-1%	-9%	x	-13%
O=C(CC(=O)c1ccccc1O)c1cccc(F)c1	-14%	-2	-3	6%	x	0%	-2%	-0.9	-5%
COc1ccc(C(=O)Nc2nncs2)cc1S(=O)(=O)N1CCOCC1	-6%	-19	10	4%	-3%	3%	0%	-2.5	17%
Cc1cc2nncn2c2ccccc12	-27%	-7	-29	9%	0%	-5%	3%	0.5	0%
NNc1ccc([N+](=O)[O-])c2[nH][nH]c(=O)c12	x	33	x	x	u	-8%	5%	x	-10%
COCCNC(=O)C(c1ccccc1F)N(C(=O)C(=O)NC1CCCC1)C1CCCCC1 (configuration not stated)	-3%	6	-2	3%	0%	2%	-1%	-0.1	1%
CCn1c(=O)c2cc(C(=O)NC3CCC(C)CC3)sc2c2ccccc21 (configuration not stated)	-16%	-1	x	-2%	-4%	-2%	0%	0.0	3%
CC1CCCN(c2sc(S(C)(=O)=O)nc2S(=O)(=O)c2ccc(Cl)cc2)C1 (configuration not stated)	11%[56.9 µM]	-9	4	14%	-2%	-8%	0%	-0.2	3%
Cc1ccc(C(=O)Nc2nnc(NC(=S)Nc3ccccc3)s2)cc1	-30%	-9	4	4%	40µM*	4%	-2%	-0.7	6%
N#Cc1c(SCC(N)=O)nsc1SCc1ccccc1Cl	-1%[11.4 µM]	-1	7	3%	0%	4%	-9%	0.4	0%
CCOC(=O)c1c(OCC)[nH]c2c1cc(O)c1ccccc12	u	33	10	x	u	-1%	-11%	-1.4	1%
CC(C)CNC(=O)C1CCN(c2ccc(S(=O)(=O)N3CCOCC3)cc2[N+](=O)[O-])CC1	20%	-4	12	-10%	0%	-3%	0%	0.3	10%
Cc1nnc2sc(SCC(=O)Nc3cccc(Cl)c3)nn2c1=O	-5%	-4	-6	5%	-19%	-1%	-1%	0.5	-5%
Cc1c(OCC(=O)N2CCC(C(=O)O)CC2)ccc2c1oc(=O)c1ccccc12	19%	-11	-5	-7%	24%	-3%	3%	0.2	-6%

# Grouped by structure, the compounds so far with fluorine (six)
structure	RGS4 inh	LDHA block	D2 antag	ERG-DNA inh	12-LOX inh	GRP78 ERSR act	Vif-APOBEC3G blk	D2 ag	Vif-A3F inh
O=C(O)CN1C(=O)/C(=C\c2cccc(OCc3ccc(F)cc3)c2)SC1=S	u	-19	6	4%	50µM*	0%	-2%	0.2	0%
O=C(NC1CCCCC1)C(c1ccc(F)cc1)N(Cc1ccco1)C(=O)Cn1nnc2ccccc21 (configuration not stated)	0%	0	-3	1%	4%	-5%	-5%	-0.3	0%
OC[C@@H]1CN(Cc2ccc(F)cc2)C[C@H](n2cnc3c(N4CCOCC4)ncnc32)O1	x	0	x	x	7%	-4%	1%	x	x
COc1ccc2cc3cc(C(=O)N4CCN(c5cccc(C(F)(F)F)c5)CC4)sc3nc2c1	6%	0	x	2%	-12%	-2%	3%	x	-5%
O=C(CC(=O)c1ccccc1O)c1cccc(F)c1	-14%	-2	-3	6%	x	0%	-2%	-0.9	-5%
COCCNC(=O)C(c1ccccc1F)N(C(=O)C(=O)NC1CCCC1)C1CCCCC1 (configuration not stated)	-3%	6	-2	3%	0%	2%	-1%	-0.1	1%

# Going on with the list:
structure	RGS4 inh	LDHA block	D2 antag	ERG-DNA inh	12-LOX inh	GRP78 ERSR act	Vif-APOBEC3G blk	D2 ag	Vif-A3F inh
CCC(=O)Nc1c2c(nn1-c1cccc(Cl)c1)CSC2	-8%	-5	8	14%	u	-2%	0%	-0.3	2%
Cc1ccc(NC(=O)CSc2nccn2Cc2ccco2)cc1Cl	-22%	4	x	10%	u	3%	7%	0.3	-1%
O=c1c2c(n3cnnc3n1C1CCCCC1)-c1ccccc1CC21CCCCC1	-7%	-3	-9	-15%	3%	-3%	0%	0.5	0%
O=C(c1cc(C2CC2)nn1-c1ccccc1)N1CCN(c2ccc(O)cc2)CC1	-21%	7	-6	-5%	u	-3%	-12%	-1.2	-15%
COc1ccc(/C=C2\SC(=O)N(CCC(=O)NCCCn3ccnc3)C2=O)cc1	8%	-1	-15	5%	1%	7%	2%	0.9	1%
CC(C)NC(=O)Nc1ccc2c(c1)C(=O)N([C@H](C)CO)C[C@H](C)[C@@H](CN(C)C(=O)Nc1ccc3c(c1)OCO3)O2	2%	9	x	-2%	-22%	1%	1%	x	9%
Cc1cc(C)c(S(=O)(=O)Nc2ccc3oc4c(c3c2)CCCC4)cc1C	-4%	-3	x	3%	u	u	0%	0.6	-7%
Cc1ccn2cc(CCNS(=O)(=O)c3ccc([N+](=O)[O-])cc3)nc2c1	-1%	-5	-8	-1%	-1%	-7%	-1%	-0.4	3%
Cc1cc(C(=O)OCCO)c(C#N)c(N)n1	2%	-6	11	4%	12%	2%	-5%	3.4	-6%
CCOC(=O)[C@H]1[C@H]2COc3ccccc3[C@@H]2N2C(=O)c3ccc(C)cc3NC(=O)[C@@]12C	-12%	8	9	14%	-6%	-5%	1%	-1.0	1%
COc1ccccc1Cc1c(-c2ccc(Cl)cc2)nc2ccc(Cl)cn12	x	1	x	x	u	3%	-25%	x	x
CCOC(=O)C1=C(C)Nc2nnnn2C1c1ccccc1Cl (configuration not stated)	17%	-7	8	3%	u	-7%	1%	0.0	-6%
O=C1NC2(CCCCCC2)C(=O)N1Cc1ccc([N+](=O)[O-])cc1	-11%	-5	5	-18%	9%	-3%	-3%	-0.2	3%
O=C1N=NC(=O)N1c1ccccc1	7%	4	2	u	-3%	1%	1%	-0.5	6%
O=C1CC(c2ccc(Cl)cc2)CC(O)=C1C=NCCO (configuration not stated)	u	-2	25	-13%	15%	-1%	8%	x	5%
Cc1cc(OCCN2CCCCC2)nc2ccccc12	7%	-1	31*	3%	u	-4%	2%	-0.1	8%
O=C(NCc1ccccc1F)C1CCCN1C(=O)NC1CCCCC1 (configuration not stated)	-7%	-1	9	-4%	0%	-4%	-3%	0.3	-9%

# Screens: PubChem, National Center for Advancing Translational Sciences (NCATS)
